CD40 NFkB inh: CD40 pathway inhibition in BL2 cells | AID 1053188 | BL2 NF-kB luciferase reporter, CD40L-induced, 4 h | hit rate 0.94% among 83,000 | inhibition, % at 10 µM;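 active means mean inhibition of at least 50% with a set share of replicates also reaching that level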;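 further: 0% = neutral control wells and 100% = IKK inhibitor VII at 50 µM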
The depositor's hits bear a star; & = joins results of further samples; [ ] = dose if it differs, or a comment. These rows are one share of the data; the hit share may differ from the screen's.

SMILES	CD40 NFkB inh
COCCNC(=O)COc1ccc(Br)cc1Cl	-37
Cc1ccc(NC(=O)CSCC(=O)NCCc2ccccn2)c(C)c1	8
O=C(NCc1ccncc1)c1cn(-c2ccccc2)nc1-c1cccnc1	0
COc1ccc(-c2cn3ccc4ccccc4c3n2)cc1	-62
CCC(=O)N1Cc2cc(C(=O)NCCOC)nc(-c3cccc(-c4ccc(C#N)cc4)c3)c2[C@@H]1CCO	-14[25 µM]
Cc1cc(C#N)c(C)n1-c1cc(C(F)(F)F)ccc1N1CCOCC1	2
CCC(C)(C)NC(=O)C(c1ccncc1)N(C(=O)c1sc(C)nc1C)c1ccc(C)cc1 (stereo unspecified)	-1
CC(C)n1c(Nn2cnnc2)nc2ccccc21	-1
Cc1nc2c(OCc3ccc(Cl)cc3Cl)cccn2c1N(C)CC1CC1	-4
C=CCC1Cc2c(Br)cccc2C(CC=C)N1 (stereo unspecified)	11
CCOC(=O)c1ccc2nc3c(cc2c1)CCS3	-71
O=C(NCc1ccc(F)cc1)[C@@H]1[C@@H](CO)[C@@H]2Cn3c(cccc3=O)[C@@H]2N1C(=O)c1cccnc1	5[25 µM]
O=C(COc1ccccc1F)OCC(=O)c1ccc([N+](=O)[O-])cc1	-18
O=C(NCCc1ccccc1)c1nnc(CS(=O)(=O)c2ccccc2)o1	4
CCC(=O)N1C[C@@H](O)COC[C@H]2O[C@@H](CC(=O)NCc3ccc(Oc4ccccc4)cc3)CC[C@@H]21	1[25 µM]
CO[C@@H]1CN(C)C(=O)c2cc(NC(=O)C3CCCC3)ccc2OC[C@H](C)N(C)C[C@H]1C	-6
C[C@@H]1CN([C@H](C)CO)C(=O)Cc2cc(NC(=O)Nc3ccc(F)cc3)ccc2O[C@@H]1CN(C)S(C)(=O)=O	-1[25 µM]
COc1ccc(C2CC(=O)c3c(ccc4ccccc34)N2)cc1OC (stereo unspecified)	11
CCOc1ccc(NC(=O)CSc2nnc(C3CC3)n2N)cc1	-3
Cc1cc(C)cc(OCC(=O)Nc2ccc(F)cc2)c1	-2
C[C@H](NC(=O)C[C@H]1CC[C@@H]2[C@H](COC[C@H](O)CN2C(=O)Nc2cccc(Cl)c2)O1)c1ccccc1	1[25 µM]
CO[C@@H]1CN(C)C(=O)c2cc(NC(=O)C3CCOCC3)ccc2OC[C@@H](C)N(C(=O)Nc2ccc(C(F)(F)F)cc2)C[C@H]1C	9[25 µM]
CN(C)C(=O)c1cccc(-c2ccc([C@H]3[C@@H](CO)N(C(=O)C4CCCC4)[C@H]3C#N)cc2)c1	11
Cc1ccccc1-c1ccc(C2[C@@H]3CN(C(=O)C4CCCC4)C[C@H]2N3)cc1 (stereo partly specified)	5&20
N#C[C@@H]1[C@H](c2ccc(-c3cncnc3)cc2)[C@H](CO)N1C(=O)C1CCC1	-7[25 µM]
CC(=O)N(c1nc(CCl)cs1)c1ccc(C)cc1C	3
NC(=O)c1c(NC(=O)CN2CCN(S(=O)(=O)c3ccccc3)CC2)sc2c1CCC2	4
CCc1noc(C)c1C(=O)OCC(=O)NCCc1ccc(OC)cc1	-4
O=C(CSc1nnc(N2CCOCC2)n1-c1cccc(F)c1)N1CCN(c2ccccn2)CC1	6
Cc1ccsc1CN(C)Cc1nc(C2CC2)no1	7

Entries above that contain four or more nitrogen atoms (11):
SMILES	CD40 NFkB inh
O=C(NCc1ccncc1)c1cn(-c2ccccc2)nc1-c1cccnc1	0
CCC(=O)N1Cc2cc(C(=O)NCCOC)nc(-c3cccc(-c4ccc(C#N)cc4)c3)c2[C@@H]1CCO	-14[25 µM]
CCC(C)(C)NC(=O)C(c1ccncc1)N(C(=O)c1sc(C)nc1C)c1ccc(C)cc1 (stereo unspecified)	-1
CC(C)n1c(Nn2cnnc2)nc2ccccc21	-1
O=C(NCc1ccc(F)cc1)[C@@H]1[C@@H](CO)[C@@H]2Cn3c(cccc3=O)[C@@H]2N1C(=O)c1cccnc1	5[25 µM]
C[C@@H]1CN([C@H](C)CO)C(=O)Cc2cc(NC(=O)Nc3ccc(F)cc3)ccc2O[C@@H]1CN(C)S(C)(=O)=O	-1[25 µM]
CCOc1ccc(NC(=O)CSc2nnc(C3CC3)n2N)cc1	-3
CO[C@@H]1CN(C)C(=O)c2cc(NC(=O)C3CCOCC3)ccc2OC[C@@H](C)N(C(=O)Nc2ccc(C(F)(F)F)cc2)C[C@H]1C	9[25 µM]
N#C[C@@H]1[C@H](c2ccc(-c3cncnc3)cc2)[C@H](CO)N1C(=O)C1CCC1	-7[25 µM]
NC(=O)c1c(NC(=O)CN2CCN(S(=O)(=O)c3ccccc3)CC2)sc2c1CCC2	4
O=C(CSc1nnc(N2CCOCC2)n1-c1cccc(F)c1)N1CCN(c2ccccn2)CC1	6

(listing goes on)
SMILES	CD40 NFkB inh
CO[C@H]1CN(C)C(=O)c2cccc(C#N)c2OCC[C@@H]2CC[C@@H](OC)[C@@H](CN(C)C(=O)[C@@H]1C)O2	6[25 µM]
CCS(=O)(=O)Nc1ccc2c(c1)C(=O)N(C)[C@@H]1CC[C@H](CC(=O)NCc3ccc(OC)cc3)O[C@@H]1CO2	0[25 µM]
CCc1nnc(NC(=O)Cc2ccc(OC)c(S(=O)(=O)N3CCOCC3)c2)s1	6
COc1cccc(-c2ccc3c(c2)[C@H]2[C@H](CCN2C(=O)C2CCC2)[C@@H](CO)N3)c1	23
c1ccc2c(NCC3CCCO3)nc(N3CCCCC3)nc2c1 (stereo unspecified)	5
COCCNC(=O)c1cc(S(=O)(=O)N2CCC3(CC2)OCCO3)ccc1F	7
Cc1ccc(OCC(=O)Nc2cccc(S(=O)(=O)N3CCCCCC3)c2)cc1C	8
CCOc1ccccc1NC(=O)CCN(c1ccc(C)cc1)S(=O)(=O)c1ccccc1	14
O=C(C1CCOCC1)N1CC(=O)N2[C@H](C1)[C@@H](c1ccc(C#CCc3ccccc3)cc1)[C@@H]2CO	58*[25 µM]
Cc1ccc(/C(=C/CN2CCCC2)c2ccccn2)cc1	-2[25 µM]
O=S(=O)(c1ccccc1F)N1C[C@H]2[C@@H](c3ccccc31)[C@@H](CO)N2Cc1ccc2c(c1)OCO2	0[25 µM]
CSc1ncccc1C(=O)OCC(=O)NC(C)(C)C	4
COCC(=O)N1[C@H](CO)[C@H]2c3ccccc3N(C)C[C@H]21	5[25 µM]
CN1C(=O)c2cc(NC(=O)c3cscn3)ccc2OC[C@@H]2O[C@@H](CC(=O)N3CCOCC3)CC[C@@H]21	1[25 µM]
CNC[C@H]1Oc2ccc(N)cc2CC(=O)N(C)C[C@H]1C	17
O=C(Nc1ccc(N2CCCCC2)cc1)c1ccc2c(c1)OCCO2	-55
Cc1cc(C)nc(Nc2ccc(N3CCOCC3)cc2)n1	-13
Cc1ccccc1C(=O)NNC(=O)C1CCN(C(=O)Nc2ccccc2)CC1	-15
Nc1nonc1-n1nnc(C(=O)c2ccccc2)c1-c1ccccc1	2
CN1CCN(c2ccc(-c3cccc(NC(=O)COc4ccccc4)c3)nn2)CC1	0
CC(=O)NC(=S)Nc1cccc([N+](=O)[O-])c1	-6
O=C(Nc1ccc2c(c1)OCCO2)c1cc2ccccc2o1	33
CC(C)Oc1ccc(C(=O)OCC(=O)NC2CCCCCC2)cc1	17
CC1CCN(C(=O)COc2ccc(S(=O)(=O)N3CCOCC3)cc2)CC1	3
CN1c2ccc(C#Cc3ccccc3F)cc2[C@@H]2[C@@H](CCN2C(=O)Cc2cccnc2)[C@H]1CO	-20[25 µM]
COc1cc(/C=C/C(=O)OCC(=O)c2ccc[nH]2)cc(OC)c1OC	0
C[C@@H](NC(=O)C[C@H]1CC[C@H]2[C@@H](COC[C@H](O)CN2Cc2ccc(C(F)(F)F)cc2)O1)c1ccccc1	16[25 µM]
O=C(O)CN1C(=O)/C(=C/c2ccc(SCc3ccccc3)o2)SC1=S	13
COc1ccc2c(CC(=O)N3CCc4cc(OC)c(OC)cc4C3)coc2c1	13
COc1ccc2c3c(n(C)c2c1)[C@H](CO)N(C(=O)c1ccncc1)CC31CCN(CC2CC2)CC1	-11[25 µM]
N#CC1(C(N)=O)OC12CCS(=O)(=O)c1ccccc12 (stereo unspecified)	-2
O=C(CNCc1ccccc1)NC1C2CC3CC(C2)CC1C3 (stereo unspecified)	-37
COC(=O)C1CCN(C(=O)COC(=O)c2ccc(OC)c(S(=O)(=O)N3CCCc4ccccc43)c2)CC1	11
CCCC(C)C(=O)Nc1ccc(C(N)=O)cc1 (stereo unspecified)	5
COc1ccc(N2CC(O)=C(c3nc(-c4ccc(Cl)cc4)cs3)C2=N)cc1	-16
CN(C(=O)COC(=O)Cn1cnc2ccccc21)C1CCCCC1	11
O=C(NNC(=O)c1ccncc1)Nc1ccc(Br)cc1	-35
N#C[C@@H]1[C@H](c2ccc(C3=CCCC3)cc2)[C@@H](CO)N1C(=O)C1CC1	3
CN(C)CCOC(=O)Cc1ccc(Cl)cc1	-1
CS(=O)(=O)N1CCn2c1nc1ccccc12	7
CC(C)CC#Cc1ccc([C@@H]2[C@@H](CO)N3CCCCN(C(=O)Nc4ccccc4)C[C@@H]23)cc1	9[25 µM]
c1ccc(OCc2nc3c4c(ncn3n2)-c2ccccc2CC42CCCC2)cc1	5
CN1C(=O)c2cc(NC(=O)C3CC3)ccc2OC[C@@H]2O[C@H](CC(=O)NCCc3ccncc3)CC[C@@H]21	5
COC(=O)c1cc(NC(=O)CN(C)C2CCS(=O)(=O)C2)cc(C(=O)OC)c1 (stereo unspecified)	-6
CCOC(=O)C(N=Nc1nn[nH]n1)C(C)=O (stereo unspecified)	0
Cc1oc(CC(C)C)cc1C(=O)NCCCC(=O)O	13
Cc1csc(NC(=O)[C@@H](NC(=O)c2ccccc2)C(C)C)n1	1
CN(C)C(=O)c1nc(C#N)c(N(C)C)o1	13
COc1ccccc1N1CCN(c2cc(=O)n(-c3ccc(Br)cc3)c(=O)[nH]2)CC1	-3
O=C1c2ccccc2S(=O)(=O)N1Cc1nnc(-c2ccccc2Br)o1	-2
Next section:
SMILES	CD40 NFkB inh
CCCS(=O)(=O)NC(=O)C1(C)CCN(C(=O)CSc2ccccc2)C1 (stereo unspecified)	4
O=C(OCC(=O)N1CCOCC1)c1cc(=O)[nH]c2ccccc12	-10
COCCNC(=O)c1c(N)n(CCC2=CCCCC2)c2nc3ccccc3nc12	15
COc1ccc(CN(C)C[C@@H]2OCCCC[C@@H](C)Oc3ccc(NC(=O)C4CCCCC4)cc3C(=O)N([C@@H](C)CO)C[C@H]2C)cc1	0[25 µM]
CCOC(=O)c1oc2cc(C)cc(C)c2c1C	-2
C[C@H]1CN([C@@H](C)CO)C(=O)CCCn2nncc2CO[C@H]1CN(C)C(=O)NC1CCCCC1	-2
O=C(N/N=C/c1ccc(OC(=O)c2cccc(F)c2)cc1)c1cccnc1	-14
CC(=O)Nc1ccc(Nc2nc(C)nc3c2oc2ccccc23)cc1	-23
Cc1ccc(NC(=O)c2ccco2)c(NC(=O)c2cccs2)c1	12
CCCCOC(=O)c1cc(=O)[nH]c(=O)[nH]1	7
Cc1c(NC(NC(=O)CC(C)C)C(Cl)(Cl)Cl)c(=O)n(-c2ccccc2)n1C (stereo unspecified)	-1
NC(=O)c1ccc(C23CC4CC(CC(C4)C2)C3)o1	-1
OCC1OC(c2ccc(OCc3ccccc3)cc2OCc2ccccc2)C(O)C1O (stereo unspecified)	4
O=C1CC(N2CCN(Cc3ccc4c(c3)OCO4)CC2)C(=O)N1c1ccccc1 (stereo unspecified)	5
COc1ccc(C(=O)Nc2ccccc2C(=O)Nc2ccncc2)cc1	-92
O=C(O)c1cccc(S(=O)(=O)Nc2ccc(-c3ccccc3)cc2)c1	-13
COc1ccc(CCc2nc(-c3ccc(-n4cccc4)cc3)no2)cc1	6
O=C(C[C@H]1CC[C@@H]2[C@H](COC[C@H](O)CN2Cc2cocn2)O1)N[C@@H]1CCN(Cc2ccccc2)C1	-11[25 µM]
C/C=C/c1cnc2c(c1)C(=O)N([C@@H](C)CO)C[C@H](C)[C@H](CN(C)C(=O)C1CCOCC1)O2	10[25 µM]
CC(=O)Nc1cccc(NC(=O)CSc2nnc3ccc(-c4ccccn4)nn23)c1	-3
CCCN(CC(=O)Nc1ccccc1OC)C(=O)CNC(=O)c1ccc(C)s1	11
CC(C)N(Cc1cc2ccccc2[nH]c1=O)C(=O)C(C)(C)C	-4
COC(=O)c1ccc(-c2noc(CN(C)CCC3CCCCO3)n2)cc1 (stereo unspecified)	5
O=C(c1cc2c(s1)-c1ccccc1OC2)N1CCCC1	-68
COc1ccccc1N(C)S(=O)(=O)c1ccc(C(=O)NCCCN2CCCC2=O)cc1	8
C[C@@H]1CN([C@H](C)CO)C(=O)c2ccccc2-c2ccccc2CO[C@H]1CN(C)C(=O)Nc1cccc(F)c1	-8
Cc1cc(C)c2nc(SCCc3ccccc3)nc(C)c2c1	2
Cc1cc(NC(=O)c2cccc(S(=O)(=O)N3CC(c4ccccc4)CC3=O)c2)no1 (stereo unspecified)	3
N#C[C@H]1[C@H](c2ccc(C3=CCCC3)cc2)[C@@H](CO)N1C(=O)NC1CCCC1	10
Cc1ccc(C(O)c2ncc(-c3ccccc3F)[nH]2)cc1F (stereo unspecified)	-12

Two of these compounds in another layout:
> C[C@@H]1CN([C@H](C)CO)C(=O)c2ccccc2-c2ccccc2CO[C@H]1CN(C)C(=O)Nc1cccc(F)c1
  CD40 NFkB inh: -8
> N#C[C@H]1[C@H](c2ccc(C3=CCCC3)cc2)[C@@H](CO)N1C(=O)NC1CCCC1
  CD40 NFkB inh: 10

(listing goes on)
SMILES	CD40 NFkB inh
Cc1ccc(NCC(=O)Nc2ccc(F)c(Cl)c2)cc1S(=O)(=O)N1CCOCC1	14
O=C(NCC1COCCO1)c1cc(COc2ccc(F)cc2F)on1 (stereo unspecified)	8
CCN(CC(=O)Nc1ccc(C)c(F)c1)CC(=O)NC(C)(C)C	-2
C[C@H](O)C#Cc1ccc([C@@H]2[C@H]3CN(S(=O)(=O)Cc4ccccc4)CCCCN3[C@H]2CO)cc1	8[25 µM]
O=C(O)C1(S(=O)(=O)c2ccc(Cl)cc2)CCC1	2
Cc1ccc(OCCN2CCC2(C)C(=O)NCc2ccc(C(F)(F)F)cc2)cc1 (stereo unspecified)	1

Source: PubChem (Broad Institute)
